Screening results: PubChem, Emory University Molecular Libraries Screening Center
EP2 mod: modulates human prostaglandin E2 receptor EP2 signaling; EP2-expressing cells, cAMP HTRF FRET, PGE2 co-stimulation; AID 940; induction, % at 25 µM; hit rate 0.83% among 260,000;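 active = compounds whose cAMP rise, as percent of the full-agonist control response, exceeds 60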;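 also: rat C6 glioma line stably carrying human EP2 under a CMV promoter; the protocol text gives 20 µM as final concentration; 100% = response of wells given 1 µM PGE2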
Target sequence (P43116 whole entry, looked up): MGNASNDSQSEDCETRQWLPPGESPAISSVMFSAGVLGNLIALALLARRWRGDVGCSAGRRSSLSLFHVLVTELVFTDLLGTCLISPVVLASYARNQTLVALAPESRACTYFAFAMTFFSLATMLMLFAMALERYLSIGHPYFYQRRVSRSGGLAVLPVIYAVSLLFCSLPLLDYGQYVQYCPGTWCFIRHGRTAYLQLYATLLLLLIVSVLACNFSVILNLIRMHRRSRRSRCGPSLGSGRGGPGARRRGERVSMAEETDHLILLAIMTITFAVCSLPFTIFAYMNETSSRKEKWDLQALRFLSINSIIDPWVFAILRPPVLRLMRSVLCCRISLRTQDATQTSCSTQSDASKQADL
EP2 antag: inhibitors of human EP2 prostaglandin E2 receptor | P43116 | C6 glioma cells expressing human EP2, cAMP TR-FRET; cells stimulated with saturating PGE2 | inhibition, % at 25 µM | hit rate 0.52% among 260,000;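 active = percent inhibition above 40 after rounding to a whole number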;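 also: rat C6 glioma host cells with rolipram phosphodiesterase inhibitor present; the protocol text gives 20 µM as final concentration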
* hit, by the source's call; & = joins results of further samples. Not all compounds are listed; the hit share may differ from the screen's.

The opening five records (preview)
Each structure is followed by: EP2 mod	EP2 antag
Cc1cnc(NC(=O)CN2CCC3(CC2)NC(=O)c2ccccc2N3)s1
 : -18	12
COc1ccccc1C1(O)CCCN(CC(O)c2ccc3c(c2)OCCCO3)C1 (centres undefined)
 : -33	5
O=C(c1ncoc1-c1ccc(F)cc1)N1CCSCC1
 : -32	3
CC(C)(C)c1ncc(C(=O)Nc2ccc(Oc3cccnc3)cc2)cn1
 : -89	12
CC(C)NC(=O)CSc1nnc(COc2cccc3ccccc23)n1C
 : -20	8

This part in full, repeating the preview:
Each structure is followed by: EP2 mod	EP2 antag
Cc1cnc(NC(=O)CN2CCC3(CC2)NC(=O)c2ccccc2N3)s1
 : -18	12
COc1ccccc1C1(O)CCCN(CC(O)c2ccc3c(c2)OCCCO3)C1 (centres undefined)
 : -33	5
O=C(c1ncoc1-c1ccc(F)cc1)N1CCSCC1
 : -32	3
CC(C)(C)c1ncc(C(=O)Nc2ccc(Oc3cccnc3)cc2)cn1
 : -89	12
CC(C)NC(=O)CSc1nnc(COc2cccc3ccccc23)n1C
 : -20	8
NC(=O)CSc1nnc2c(n1)[nH]c1ccc(F)cc12
 : -24	6
CCc1cc2c(C)cc(C)cc2nc1SCC(=O)NC(C)(C)C
 : 46	8
C=CCNC(=O)c1cc2c(=O)n3cc(C)ccc3nc2n(CCc2ccccc2)c1=N
 : -3	8
COc1cccc(N2CCN(CC(=O)Nc3ccccc3Br)CC2)c1
 : -88	15
CCN1CCCC1CN(Cc1cc2cc(C)ccc2[nH]c1=O)C(=O)Nc1ccccc1Cl (centres undefined)
 : -17	16
CN1CCc2[nH]nc(-c3n[nH]c4c3CN(C)CC4)c2C1
 : 10	8
CC(C)(CO)NC(=O)C1CC(c2cccc(Br)c2)=NO1 (centres undefined)
 : -3	10
COc1ccc([C@@H]2CCN(C(=O)Cc3cc(OC)ccc3OC)C[C@H]2O)cc1
 : 13	3
CC(C)(C)c1ccc(OCC(=O)Nc2ncccn2)cc1
 : -20	8
COCCCn1c(SCC(=O)c2ccc(Cl)cc2)nnc1-c1ccoc1C
 : -13	0

Following part
Each structure is followed by: EP2 mod	EP2 antag
CCOc1cc(CCC(=O)N2CCN(c3cc(C)nc(C(C)C)n3)CC2)on1
 : 12	4
O=C1c2ccccc2C(=O)c2c1c(C(=O)Nc1ccc(Cl)cc1)c1ccccn21
 : -19	8
CN(C)S(=O)(=O)c1ccc(S(=O)(=O)N(C)CC2COc3ccccc3O2)cc1 (centres undefined)
 : -28	9
COc1ccc2cc(CN(C(=S)NCc3ccco3)C3CCCCC3)c(=O)[nH]c2c1
 : -5	11
CCOc1ccc(N=NS(=O)(=O)O)cc1
 : -4	23
CCC(C)c1ccccc1OCC(O)CN1C(=O)NC(C)(C)C1=O (centres undefined)
 : -8	11
CN(C)CCCN(Cc1ccco1)Cc1cncc2c(Cl)[nH]nc12
 : 2	3
O=C(O)CCC(O)=C1S(=O)(=O)OCCOS1(=O)=O
 : 29	43*
CCOc1ccc(-n2c(SCc3nc4ccccc4c(=O)[nH]3)nc3ccccc3c2=O)cc1
 : -6	9
Cc1c(C(=O)N2C[C@H](C(=O)O)[C@@H](c3ccc(F)cc3)C2)cnn1C
 : -6	6
Cc1ccc2[nH]c(=O)c(CN(CCN(C)C)C(=S)Nc3ccc(F)cc3)cc2c1
 : -44	11
COc1ccc2c(c1)NC1(CCCN(C(=O)c3ccn[nH]3)C1)c1cccn1-2 (centres undefined)
 : -33	8
COc1ccc(CNC(=O)[C@@H]2C=CCN2c2c3c(nc4ncnn24)CCC3)cc1
 : -46	6
COc1ccc(NC(=O)CSc2nnc(-c3ccccc3Br)o2)cc1
 : 28	12
C[N@@+]1(CC[N@+]2(C)CCC[C@@H]2c2cccnc2)CCC[C@@H]1c1cccnc1
 : 26	47*

Further records follow:
Each structure is followed by: EP2 mod	EP2 antag
C=CCn1c(SCC(=O)Nc2nc(C)cs2)nnc1-c1ccco1
 : -36	4
CCOC(=O)c1cnc2c(C(F)(F)F)cccc2c1NCCCCCO
 : -51	12
CCOC(=O)CC(=O)CSc1nc2c(C)c(C)ccc2cc1CC
 : 52	9
COc1ccc(C[N+](C)(C)N)cc1OC
 : 16	10
Cc1cc2cc(C(c3nnnn3Cc3ccc(F)cc3)N3CCCC(C)C3)c(=O)[nH]c2cc1C (centres undefined)
 : 21	13
Cc1ccc(N2CC(C(=O)N3CCN(Cc4ccc5c(c4)OCO5)CC3)CC2=O)cc1 (centres undefined)
 : -50	8
CN(C)c1ccc(CN(CCCn2ccnc2)Cc2nccn2C)cc1
 : 6	9
Cc1ccc(C)n1-c1cccc(C(=O)NCCc2nc(-c3ccncc3)n[nH]2)c1
 : -31	2
COc1nc(-c2ccc(C)cc2)ccc1-c1noc(-c2cccnc2)n1
 : 24	8&14
CCOc1ccccc1NC(=O)CSc1nnc(-c2ccncc2)n1CC
 : -12	10
Cc1ccc(-c2cc(C(F)F)n3ncc(C(=O)NCCCn4ccnc4)c3n2)cc1
 : 14	12
Cc1cccc2cc3c(N)c(C(=O)NCc4ccco4)sc3nc12
 : -77	13
O=C1c2c(O)cc(O)cc2OC(c2ccc(O)c(O)c2)C1O (centres undefined)
 : 1	9
O=C1NC2(CCN(Cc3cn[nH]c3-c3cccs3)CC2)Oc2ccccc21
 : -23	7
O=c1c2ccccc2nc2n1CCc1c-2[nH]c2ccccc12
 : -20	5

Continued:
Each structure is followed by: EP2 mod	EP2 antag
CCCC(C)NC(=O)N1CCOCC1 (centres undefined)
 : 10	12
Cc1n[nH]c2ccccc2c1=O
 : 30	9
O=C(Cn1nc(-c2ccc3c(c2)OCCO3)ccc1=O)Nc1cccc2cccnc12
 : -105	14
Cn1c(SCC(N)=O)nnc1-c1ccncc1
 : -5	19
CCc1ccc(NC(=O)CN2C(=O)C(C)(C)Oc3ccc(C(=O)NC4CCCC4)cc32)cc1
 : -42	13
O=C(Nc1cccnc1)Nc1cccc(F)c1
 : -81	12
Clc1ccc(-c2n[nH]c3c2CNCC3)cc1
 : -39	11
Cc1ccc(C)c(/C(O)=C2/C(=O)C(=O)N(CCCN3CCOCC3)C2c2ccco2)c1 (centres undefined)
 : -26	9
Cn1c(Cc2ccccc2)nnc1SCC(=O)N1CCCC1
 : -26	11
O=C1c2cccc3cccc(c23)N1c1ccccc1
 : 53	28
Cc1ccc(NC(=O)c2nc3ncccn3n2)cc1
 : -2	12
Cc1c(-c2ccccc2)n[nH]c1C(=O)NCc1nc(-c2ccccc2)no1
 : -92	32
O=C(CN(C(=O)c1nsc(Cl)c1Cl)c1ccc(F)cc1)NC1CCCC1
 : 6	9
Cc1ccc(NC(=O)CCN2CCCC(C)C2)cc1C (centres undefined)
 : -18	6
CCN(CC)CC(=O)Nc1ccc2c(c1)OCO2
 : 5	14

Next part
Each structure is followed by: EP2 mod	EP2 antag
O=S(=O)(NCC1CCCCC1)c1cccc(S(=O)(=O)N2CCCC2)c1
 : -25	7
CCc1nnc(NC(=O)CSc2nnc(-c3ccc(Br)cc3)o2)s1
 : -42	11
CCCNC(=S)N(Cc1ccc2c(c1)OCO2)Cc1cc2cc(CC)ccc2[nH]c1=O
 : -36	8
COc1ccc(CN(Cc2cc3cc(C)ccc3[nH]c2=O)C(=O)C2CCCO2)cc1 (centres undefined)
 : -41	13
O=C(CSc1nc(-c2ccco2)cc(C(F)(F)F)n1)NCc1ccc(Cl)c(Cl)c1
 : -113	14
C=CCN(C#N)c1nc(NCC)nc(NCC)n1
 : 12	6
COc1ccc(C2C(C(C)=O)=C(O)C(=O)N2CCCn2ccnc2)c(OC)c1 (centres undefined)
 : 1	4
COc1ccc(NC(=O)CSc2nc(-c3ccccc3)nc3ccc(C)cc23)cc1OC
 : 19	16
O=C(Nc1ccc2c(c1)OCO2)/C(=C/c1ccco1)NC(=O)c1ccccc1
 : 3	6
CC[C@@H](Cn1nc(-c2cccs2)oc1=O)NC(=O)C(C)C
 : 0	4
Cc1ccc(NC(=O)CN2CCC(c3nc4ccc(Cl)cc4[nH]3)CC2)cc1C
 : -67	5
Cc1sc(NC(=O)CN(Cc2ccc(F)cc2)C(=O)C2CC2)c(C(N)=O)c1C
 : -6	7
C[C@H](Cn1nnc2ccccc21)NC(=O)CCn1ncc2ccccc21
 : 11	6
CCC(=O)N1CCN(c2ccc(NC(=O)c3ccccc3C)cc2)CC1
 : -16	9
COCCCN1CN=C(Nc2nc(C)c3ccc(C)cc3n2)NC1
 : 11	8

(next part)
Each structure is followed by: EP2 mod	EP2 antag
Cc1ccc(C)c2[nH]c(=O)c(CN(CCc3ccccc3)C(c3nnnn3C3CCCC3)C(C)C)cc12 (centres undefined)
 : 32	14
COc1ccc(NC(=O)c2sc3nc4cc5c(cc4cc3c2N)OCCO5)c(OC)c1
 : -37	14
CCOc1ccc(NC(=S)N(CCCO)Cc2cc3c(C)cc(C)cc3[nH]c2=O)cc1
 : -1	23
Cc1cccc(NC(=O)CSc2nnc(C3CCCCC3)n2C)c1
 : 6	7
CCN=C1Sc2nc3ccc(OCC)cc3cc2CN1CC1CCCO1 (centres undefined)
 : 4	11
CCc1ncc(C(O)c2ccc(C(C)C)cc2)n1C (centres undefined)
 : -75	18
O=C(CSc1nnc2c(n1)[nH]c1cccc(C(F)(F)F)c12)NCC1CCCO1 (centres undefined)
 : -15	11
Cc1cc(C)c2nc(N3C(=O)C(O)=C(C(=O)c4ccco4)C3c3ccco3)sc2c1 (centres undefined)
 : 20	10
CC(C(=O)N1CCC(c2ccncc2)CC1)c1ccccc1 (centres undefined)
 : -34	6
C=CCNC(=O)C1CCN(S(=O)(=O)c2cc(OC)ccc2OC)CC1
 : -20	7
CCN1CCN(C(=O)c2cc3nc(-c4ccco4)cc(C(F)(F)F)n3n2)CC1
 : -6	18
CC(NC(=O)c1cccnc1)c1nc(-c2cccnc2)n[nH]1 (centres undefined)
 : -14	12
CN1CCN(C(=O)CN(C2CCCCC2)S(=O)(=O)c2ccccc2)CC1
 : 6	16
O=C(CCc1ccccc1)N1CCC(n2nnc3ccccc3c2=O)CC1
 : -539	4
CCOC(=O)C1CCN(C(c2cc3cccc(C)c3[nH]c2=O)c2nnnn2C2CCCC2)CC1 (centres undefined)
 : -31	11

Next structures.
Each structure is followed by: EP2 mod	EP2 antag
O=C(O)c1cc(O)c2c(c1)[C@@H]([C@H]1c3cc(C(=O)O)cc(O)c3C(=O)c3c(O[C@H]4O[C@H](CO)[C@@H](O)[C@H](O)[C@H]4O)cccc31)c1cccc(O[C@H]3O[C@H](CO)[C@@H](O)[C@H](O)[C@H]3O)c1C2=O
 : 20	9
O=C(Nc1ncc(Cc2cccc(C(F)(F)F)c2)s1)C1COc2ccccc2O1 (centres undefined)
 : 47	22
C/C(Cl)=C/Cn1c(NCCCn2ccnc2)nc2c1c(=O)n(C)c(=O)n2C
 : 2	10
Cc1ccc(CN(CCCn2ccnc2)Cc2cn[nH]c2-c2ccc(Cl)cc2)o1
 : -13	8
CSc1ncc(CN2CCC(O)(c3ccc(C)cc3)CC2)cn1
 : -30	9
CC(C)(C)NC(=O)CCSc1nc(-c2ccc3c(c2)OCO3)cc(C(F)(F)F)n1
 : -99	7
COC(=O)c1c(NC(=O)C(C)C)sc(C(=O)Nc2ccccc2F)c1C
 : -18	12
CN(C)S(=O)(=O)c1ccc(S(=O)(=O)N2CCN(c3ccc(F)cc3)CC2)cc1
 : 7	7
O=C(Nc1ccc(F)cc1F)NC1(C(=O)N2CCCCC2)CCCCC1
 : 25	10
CCC(=O)N1CCc2cc(C(O)CN3CCN(c4ccccn4)CC3)ccc21 (centres undefined)
 : -17	6
O=C(Cn1nc(-c2ccncc2)nc1SCC(=O)NC1CCCC1)Nc1cccc2ccccc12
 : -35	7
COc1ccc2cc(S(=O)(=O)N3CCCC3)ccc2c1
 : -87	8
COc1ccc(Br)cc1C1Nc2ccccc2C2C=CCC21 (centres undefined)
 : 53	11
CCCCNc1nc(SC)nc2nc[nH]c12
 : -8	10
Cc1cccc2cc(CN(CCO)C(=S)NCc3ccccc3)c(=O)[nH]c12
 : -43	11

More entries follow.
Each structure is followed by: EP2 mod	EP2 antag
Cc1ccc2c(c1)-c1cc(C)nn1C(c1ccccc1O)N2 (centres undefined)
 : 30	14
COc1ccc(-c2nsc3c(N4CCN(S(C)(=O)=O)CC4)ncnc23)cc1
 : -26	14
CCn1cnc2sc(C)c(-c3ccc(C)c(C)c3)c2c1=O
 : 16	7
CC[C@@H](Cn1nc(-c2cccs2)ccc1=O)NC(=O)c1cnc(C)cn1
 : 32	8
CCOC(=O)c1sc(NC(=O)COc2ccc(C(C)C)cc2)c(C#N)c1C
 : -43	15
Cc1ccccc1N1CCN(S(=O)(=O)C[C@]23CCC(CC2NC(=O)[C@@H](N)CCS(C)(=O)=O)C3(C)C)CC1 (some centres undefined)
 : 35	12
COc1cc(O)cc(OC)c1OC
 : 2	11
Cn1c(=O)[nH]c(=O)c2c1nc(NN)n2CC(O)COc1ccc(Br)cc1 (centres undefined)
 : -41	25
CCC1CCCCN1C(=O)c1cnn2c(C(F)F)cc(-c3ccc(C)cc3)nc12 (centres undefined)
 : -52	7
COc1cccc(OC)c1C(=O)N1CCN(S(C)(=O)=O)CC1
 : 44	5
O=C(COc1ncnc2ccccc12)N1CCN(C2CCCCC2)C(=O)C1
 : -51	6
CCOCc1nnc(NC(=O)c2ccc(NC(=O)C(C)C)cc2)s1
 : -24	8
CCCOc1ccc(C(=O)Nc2nnn(CCC)n2)cc1
 : 34	9
